Screening results: PubChem BioAssay, several laboratories
STAT1 act: increases IFN-gamma driven STAT1 reporter signal; 200,000 compounds, 2.6% hits; NIH 3T3 STAT1-luciferase reporter, luminescence; 100% = IFN-gamma alone, no compound; activation (% of control), % at 5.5 µM;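 active = activation above the screen-wide mean activation plus 3 SD, cut at about 130% in these data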;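 note: raw ratio to IFN-gamma control signal so 100% means no change and 0% no light; values of inactives mirror those of a sister screen read the other way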
FLuc inhib CS: counter-screen for luciferase assay inhibitors: firefly luciferase inhibition; inhibition, % at 10 µM; ATPLite firefly luciferase biochemical luminescence, 10 min; 200,000 compounds, 1.5% hits; P08659;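 active = inhibition above about 50% when tested at 10 µM, limit read from the data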
Target sequence (P08659 whole entry, looked up): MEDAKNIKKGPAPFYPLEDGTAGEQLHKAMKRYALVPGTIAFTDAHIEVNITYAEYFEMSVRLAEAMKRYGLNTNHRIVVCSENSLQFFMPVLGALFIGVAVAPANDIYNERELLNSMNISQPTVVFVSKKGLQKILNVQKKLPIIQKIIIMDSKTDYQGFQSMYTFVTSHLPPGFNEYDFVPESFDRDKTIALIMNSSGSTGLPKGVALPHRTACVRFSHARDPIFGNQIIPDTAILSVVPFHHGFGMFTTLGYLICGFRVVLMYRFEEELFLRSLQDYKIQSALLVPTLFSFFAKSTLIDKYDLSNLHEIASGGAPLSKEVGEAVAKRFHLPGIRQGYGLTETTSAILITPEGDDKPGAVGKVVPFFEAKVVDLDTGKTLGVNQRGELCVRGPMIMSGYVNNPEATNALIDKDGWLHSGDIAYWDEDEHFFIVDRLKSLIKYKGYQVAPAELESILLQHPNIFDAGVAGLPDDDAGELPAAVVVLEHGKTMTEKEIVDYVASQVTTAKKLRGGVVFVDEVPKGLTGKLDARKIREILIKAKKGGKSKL
STAT3 act: activators of IL-6 induced STAT3 signaling. U3A cells, IL-6 STAT3-luciferase reporter, luminescence; 100% = signal with IL-6 EC80 alone. activation (% of control), % at 5.6 µM. 190,000 compounds, 0.91% hits. AID 871;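 active = activation above the screen-wide mean of compound activation plus 3 SD, cut at about 130% in these data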;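 note: 0% = background luminescence of wells with medium and substrate only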
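Material: STAT1-lacking human U3A cells, STAT3 luciferase reporter | Benchmarks: IL-6-only wells as 100% reference | Probe or stimulus: IL-6 (33 ng/mL) | Timing: Compound 1 h, then IL-6 6 h at 37 °C | Detection: Luminescence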
NF-kB neuron act: compounds increasing NF-kB expression in human neuronal cells. NF-kB reporter expression; stronger effect = higher value. fold change at 12.5 µM. 190,000 compounds, 1.6% hits. AID 1239; in the data active = fold change above about 3.3
APP 5'UTR act: APP 5'UTR luciferase reporter activation | 190,000 compounds, 1% hits | SH-SY5Y APP 5'UTR luciferase reporter, luminescence; zero percent = DMSO vehicle wells | activation, % at 2 µM;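 active = activation above a set limit, based on mean plus 3 SD of controls, cut at about 140% in these data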; note: values of inactives mirror those of a sister screen read the other way
ROMK primary: modulates human ROMK potassium channel activity; P48048; Tet-inducible ROMK, thallium flux fluorescence; actives lie on both sides; B-score at 10 µM; 130,000 compounds, 2% hits; AID 1918;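 active = signal ratio slope over the read window, or its plate-corrected B-score, at least 3 SD from the plate mean, either direction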;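 note: B-score of the F/F0 ratio slope over 7 to 12 s after thallium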
Target sequence (P48048 whole entry, looked up): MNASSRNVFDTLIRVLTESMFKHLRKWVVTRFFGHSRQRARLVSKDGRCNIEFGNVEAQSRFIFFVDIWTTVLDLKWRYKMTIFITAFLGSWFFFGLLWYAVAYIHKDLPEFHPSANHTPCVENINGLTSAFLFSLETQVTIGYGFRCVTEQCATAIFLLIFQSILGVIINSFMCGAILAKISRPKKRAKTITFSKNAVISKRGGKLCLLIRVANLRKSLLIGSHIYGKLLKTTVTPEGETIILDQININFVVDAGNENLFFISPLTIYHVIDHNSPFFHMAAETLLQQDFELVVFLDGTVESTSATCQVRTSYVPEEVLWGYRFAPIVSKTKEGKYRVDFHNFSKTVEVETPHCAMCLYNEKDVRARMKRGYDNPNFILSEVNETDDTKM
APP transl inh: APP translation inhibition. 190,000 compounds, 0.82% hits. inhibition, % at 2 µM. SH-SY5Y APP 5'UTR-luciferase reporter, luminescence;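 active = inhibition above a set limit, derived from the sample mean plus 3 SD, cut at about 45% in these data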; note: values of inactives mirror those of a sister screen read the other way
FLuc act counter: affects firefly luciferase, flagging false hits in luciferase stimulation screens | activation factor at 10 µM | 200,000 tested, under 10 active | P08659 | ATPlite luciferase biochemical, luminescence, 10 min; 0 = ATP-free wells, 1 = DMSO control | AID 1027;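 active = luciferase activation factor, scaled between plate controls, of at least 2 with compound at 10 µM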
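System: Luciferase/luciferin detection reagent, cell-free biochemical luciferase assay | Medium: PBS buffer for ATP | Dosing: Test compounds dosed from 2 mM stocks in 100% DMSO | Timing: 10 min at ambient temperature | Signal: Luminescence measurement of luciferase light output | Evaluation: Luciferase activation, seen as luminescence increase over controls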
STAT3 blocker: inhibitors of IL-6 induced STAT3 signaling; AID 862; U3A cells, IL-6 STAT3-luciferase reporter, luminescence; host cell line lacks STAT1; 190,000 compounds, 0.89% hits; inhibition, % at 5.5 µM;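 active = inhibition above the mean inhibition across all screened compounds plus 3 SD, cut at about 44% in these data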;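 note: 0% = DMSO only wells and 100% = 100 µM nifuroxazide control wells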
STAT1 blocker: STAT1 signaling inhibition. inhibition, % at 5.5 µM. 200,000 compounds, 0.35% hits. NIH 3T3 STAT1-luciferase reporter, IFN-gamma, luminescence. AID 920;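 active = inhibition above a set limit, the mean inhibition across all tested compounds plus 3 SD, cut at about 34% in these data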;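 note: 0% = IFN-gamma with DMSO and 100% = IFN-gamma with 300 µM nifuroxazide; values of inactives mirror those of a sister screen read the other way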
Starred values were filed as active, the others as inactive; x = no result given.

SMILES	STAT1 act	FLuc inhib CS	STAT3 act	NF-kB neuron act	APP 5'UTR act	ROMK primary	APP transl inh	FLuc act counter	STAT3 blocker	STAT1 blocker
O=C(CSc1nc2ccccc2[nH]1)N/N=C/C=C/c1ccccc1[N+](=O)[O-]	102	-8	100	1.4	29	x	-29	1.1	0	-2
O=C(CCCCn1c(=S)[nH]c2ccsc2c1=O)NCc1ccc2c(c1)OCO2	97	-4	103	1.2	-2	0.48	2	1	2	3
Cc1cc(C)c(C)c(S(=O)(=O)N2CCC(C(=O)Nc3ccccc3N3CCOCC3)CC2)c1C	108	0	107	0.64	5	-0.73	-5	1	-4	-9
Cc1ccc(C)c(NC(=O)C2CC(=O)N(C(C)C)C2)c1 (stereo unspecified)	100	-4	97	0.89	3	0.55	-3	1	6	0
CCCCCCNc1c(C(=O)OCC)c(=O)[nH]c2ccccc12	94	0	106	0.85	-5	x	5	1	-1	8
Cc1cc(/C=N/NC(=O)Cn2c3ccccc3c(=O)c3ccccc32)c(C)n1-c1ccccc1	95	1	99	0.87	8	1.3	-8	1	8	5
Cc1cc(/C=C(\C#N)C(=O)OCC#N)c(C)n1CC(C)C	110	-1	112	1.7	16	-0.43	-16	1	-9	-12
CC(=O)Nc1ccc(S(=O)(=O)Nc2cccc(NC(=O)C(C)(C)C)c2)cc1	96	-3	95	0.96	-15	0.92	15	1	7	6
Cc1nn(-c2ccccc2)c(Cl)c1C(=O)Nc1ccc(N2CCOCC2)cc1	91	-8	93	1.2	0	-0.24	0	1.1	10	9
Cc1nc(NC(C)C)c2cnn(CCc3ccccc3)c2n1	115	-7	108	1.8	30	-0.04	-30	1.1	-12	-16
Nc1nnc(SCC(=O)NC2CCCCC2)s1	103	-11	103	1.2	-11	0.022	11	1.1	-2	-3
O=C(NCCN1CCN(c2ccccc2F)CC1)C1CCCN(S(=O)(=O)c2cnc[nH]2)C1 (stereo unspecified)	100	-1	97	1.2	3	x	-3	1	8	0
O=C(COC(=O)c1cc([N+](=O)[O-])ccc1NCCO)NCc1cccs1	110	-3	105	1.1	-7	0.62	7	1	-1	-11
Cc1cc(NC(c2cccnc2)c2c(C)[nH]c3ccccc23)no1 (stereo unspecified)	93	-6	106	1.3	1	x	-1	1.1	-1	8
O=[N+]([O-])c1ccc(N2CCN(S(=O)(=O)c3ccccc3)CC2)cc1NCc1ccco1	95	-1	97	1.5	-18	x	18	1	-1	5
Cc1c(NC(=O)CC2NC(=O)NC2=O)c(=O)n(-c2ccccc2)n1C (stereo unspecified)	98	-3	96	1.1	16	0.24	-16	1	12	2
Cc1cccc(NC(=O)CSc2nncn2-c2ccccn2)c1	100	1	101	1.4	18	0.96	-18	1	1	-2
CCn1ncc(CNC(=O)C2(C)CC2(Br)Br)c1C (stereo unspecified)	90	-9	89	1.2	16	-0.0075	-16	1.1	17	11
COC(=O)C(=NNc1c(C)n(C)n(-c2ccccc2)c1=O)C(=O)OC	105	-3	100	0.9	12	x	-12	1	2	-6
Cc1nnc(SCC(=O)NC(=O)NCc2ccco2)s1	92	-1	84	0.86	5	1.2	-5	1	25	8
CCOc1cc(N2CCOCC2)c(OCC)cc1NC(=O)COC(=O)c1cccc2ccccc12	98	-3	82	0.76	-3	x	3	1	20	2
Cc1[nH]nc(N)c1-c1ccc(Cl)cc1	103	-5	100	1	-3	0.17	3	1.1	6	-3
N#C/C(=C\c1ccc(Cl)c([N+](=O)[O-])c1)c1ccccn1	97	4	90	1.2	42	-6.9*	-42	1	16	2
COc1ccccc1N1CCN(C(=S)Nc2cccc(C)c2)CC1	84	-5	85	0.69	16	-0.0083	-16	1.1	20	16
O=C(Nc1sc2c(c1-c1nc3ccccc3[nH]1)CCCC2)C1CCCC1	100	-3	105	1	3	x	-3	1	-1	0
SMILES	STAT1 act	FLuc inhib CS	STAT3 act	NF-kB neuron act	APP 5'UTR act	ROMK primary	APP transl inh	FLuc act counter	STAT3 blocker	STAT1 blocker
COC(=O)c1cc(OC)c(OC)cc1NC(=S)Nc1cc(Cl)ccc1OC	99	-1	95	1.4	6	x	-6	1	8	1
CCNc1nc(-c2ccc(OC(F)F)cc2)c(C)s1	117	1	97	2	20	-4.5*	-20	1	9	-21
Cc1nc2nc(C)n(-c3ccccc3)c2s1	110	-8	111	1.2	7	-0.097	-7	1.1	-4	-11
Cc1ncoc1C(=O)N1CCCC(C(=O)c2ccc(-c3ccccc3)c(F)c2)C1 (stereo unspecified)	94	-4	89	0.92	10	0.16	-10	1	23	5
Cc1ccc(-n2nc3cc(C)c(NC(=S)NC(=O)/C=C/c4ccco4)cc3n2)cc1	114	15	104	1	43	x	-43	0.9	-4	-15
CN1CCC(=NNC(=O)CN(c2cccc(Br)c2)S(C)(=O)=O)CC1	100	-2	101	1.1	-24	x	24	1	1	-1
COc1ccc(N(C)C(=O)c2ccc3snnc3c2)cc1	106	3	88	1.2	3	x	-3	1	15	-5
O=C(CC(=O)c1cc(Cl)ccc1O)c1ccccc1	131*	-1	108	2	58	x	-58	1	-4	-34
O=C1Nc2ccc([N+](=O)[O-])cc2C1(O)N1CCCCCC1 (stereo unspecified)	93	-6	98	0.8	10	x	-10	1.1	7	7
O=C(c1cccs1)N(C(=O)c1cccs1)c1ccc(Br)cn1	134*	-2	94	4*	102	x	-102	1	8	-37
Cc1ccccc1OC1C(=O)N(CC2CCCO2)C1c1ccc2c(c1)OCO2 (stereo unspecified)	102	0	102	0.67	7	-0.5	-7	1	2	-4
O=C(CCN1C(=O)C2C3CCC(C3)C2C1=O)Nc1ccccc1C(F)(F)F (stereo unspecified)	96	-6	102	1.5	5	0.51	-5	1.1	0	3
Cc1nnc(SCC(=O)c2ccc([N+](=O)[O-])cc2)s1	94	3	96	1.1	-25	-0.51	25	1	10	5
Cc1cccc(S(=O)(=O)C(C#N)c2nc3ccccc3nc2N2CC(C)OC(C)C2)c1 (stereo unspecified)	100	-5	86	0.74	x	x	x	1.1	22	0
CC(=NCCCNC1CCCCC1)C1=C(O)CC(C)(C)CC1=O	107	-4	105	0.96	-3	0.27	3	1	-6	-7
COc1ccc(/C(=C\Nc2ccc(C)c(C)c2)C(C)=O)cc1OC	103	-2	103	1	10	1.4	-10	1	-2	-4
C[N+](C)(C)c1ccc(/C=N/Nc2nc(Cl)c(C#N)c(Cl)c2Cl)cc1	96	0	110	1.1	-16	-0.56	16	1	-14	5
Cc1c(Cl)c([N+](=O)[O-])nn1CC(=O)NC1CCCCC1	105	-4	106	1.1	-9	x	10	1	-2	-6
O=c1oc2ccccc2n1CCn1c2ccccc2c2nc3ccccc3nc21	107	-12	89	1.1	11	x	-11	1.1	16	-8
O=C(NCc1ccco1)/C(=C\c1cccs1)NC(=O)c1ccsc1	98	-1	100	1.6	4	-0.0095	-4	1	-2	3
Cc1ccc2nc(SCc3cn4c(C)cc(C)nc4n3)[nH]c2c1	96	-2	90	1	7	x	-7	1	7	4
CN(C)/C=N/c1sc2c(c1C#N)CCCC2	113	8	94	1.1	8	-0.92	-8	0.9	14	-16
O=C1NCC(NC(=O)C(F)(F)F)c2cc3c(cc21)OCO3 (stereo unspecified)	101	-4	102	1.1	-3	0.3	3	1	-1	-1
C/C(=N\N(C)C)C1=C(O)c2ccccc2C1=O	116	9	101	0.95	5	0.024	-5	0.9	-1	-18
Cc1ccc(S(=O)(=O)Nc2nc(C)c(NC(=O)Nc3ccc(Cl)cc3Cl)s2)cc1	100	-8	101	0.98	-5	x	5	1.1	4	0

Retrieved one by one from the list above:
SMILES	STAT1 act	FLuc inhib CS	STAT3 act	NF-kB neuron act	APP 5'UTR act	ROMK primary	APP transl inh	FLuc act counter	STAT3 blocker	STAT1 blocker
Cc1cc(/C=N/NC(=O)Cn2c3ccccc3c(=O)c3ccccc32)c(C)n1-c1ccccc1	95	1	99	0.87	8	1.3	-8	1	8	5
CC(=NCCCNC1CCCCC1)C1=C(O)CC(C)(C)CC1=O	107	-4	105	0.96	-3	0.27	3	1	-6	-7
N#C/C(=C\c1ccc(Cl)c([N+](=O)[O-])c1)c1ccccn1	97	4	90	1.2	42	-6.9*	-42	1	16	2

Additional records follow:
SMILES	STAT1 act	FLuc inhib CS	STAT3 act	NF-kB neuron act	APP 5'UTR act	ROMK primary	APP transl inh	FLuc act counter	STAT3 blocker	STAT1 blocker
CC(=O)c1c(C)[nH]c2ccccc2c1=O	97	6	101	1.1	0	x	0	0.9	2	3
CCN(CC)CCn1c(O)c(N=O)c2ccccc21	99	-6	106	1.2	-3	0.15	3	1.1	-1	1
COc1ccc(NC(=O)CC2Oc3ccc(C)cc3NC2=O)cc1 (stereo unspecified)	101	-7	99	0.94	-19	x	19	1.1	9	-1
COC(=O)c1sccc1NC(=O)c1ccccc1[N+](=O)[O-]	102	-3	97	1.3	-6	0.023	6	1	2	-2
O=C(Nc1cccc(NS(=O)(=O)c2ccc(S(=O)(=O)NC3CC3)cc2)c1)c1ccccn1	97	-8	91	1.2	-2	x	2	1.1	20	4
Cc1cc(C)n(CCc2nc(-c3ccc(-c4ccccc4)cc3)cs2)n1	118	15	85	1.5	60	0.36	-60	0.8	17	-19
O=C(CN=C1NS(=O)(=O)c2ccccc21)OCC(=O)c1cc(F)ccc1F	93	-6	104	1.5	14	0.84	-14	1.1	-4	7
COCc1nnc(NC(=O)c2ccc(OC)cc2OC)s1	116	56*	77	4.4*	101	0.62	-101	0.4	30	-17
O=C(Nc1ccc(OC(F)F)c(Cl)c1)[C@@H]1CCCN1C(=O)c1cccs1	94	-5	83	1	-1	x	2	1.1	19	7
Cn1cccc1C(=O)NC(=O)CSc1nnc(C2CC2)n1-c1ccccc1	95	-4	119	1.9	21	x	-21	1	-20	6
O=C(NNC(=O)c1ccccc1[N+](=O)[O-])c1cnccn1	109	-8	100	1.2	x	0.44	x	1.1	1	-3
C=CC[n+]1c(-c2ccc(Cl)cc2Cl)csc1Nc1c(C)n(C)n(-c2ccccc2)c1=O	81	1	87	1.1	-19	-0.0056	19	1	20	18
CCCC1CCC(=NNC(=O)CNc2ccc(OC)cc2)CC1 (stereo unspecified)	95	-8	101	1.1	-5	x	5	1.1	2	6
Cc1ccc(-c2[nH]c3ccccc3c2SCCNC(=O)c2cc3ccccc3oc2=O)cc1	101	-12	108	0.82	-4	0.92	4	1.1	-10	-1
COc1ccccc1OCC(=O)Sc1ccc(C)cc1	104	2	97	1.2	3	x	-3	1	13	-4
COc1ccc(Cl)cc1-n1c(N)c(C(N)=O)sc1=S	104	-6	104	1.1	-10	1.1	10	1.1	0	-4
COc1ccccc1NC(=S)NCCc1ccc(Cl)cc1	97	-10	89	1.1	11	x	-11	1.1	16	3

As a short view, part of the list above:
SMILES	STAT1 act	FLuc inhib CS	STAT3 act	NF-kB neuron act	APP 5'UTR act	ROMK primary	APP transl inh	FLuc act counter	STAT3 blocker	STAT1 blocker
CC(=O)c1c(C)[nH]c2ccccc2c1=O	97	6	101	1.1	0	x	0	0.9	2	3
CCN(CC)CCn1c(O)c(N=O)c2ccccc21	99	-6	106	1.2	-3	0.15	3	1.1	-1	1
COc1ccc(NC(=O)CC2Oc3ccc(C)cc3NC2=O)cc1 (stereo unspecified)	101	-7	99	0.94	-19	x	19	1.1	9	-1
COC(=O)c1sccc1NC(=O)c1ccccc1[N+](=O)[O-]	102	-3	97	1.3	-6	0.023	6	1	2	-2

No enrichment for hits; about 7.1% have a hit in one of these screens.
